CXCR6 block – CXCR6 (human) receptor inhibition. O00574. CHO-K1 PathHunter CXCR6 beta-arrestin, luminescence. inhibition, % at 20 µM. 0.36% of 360,000 active; in the data active = inhibition above about 34%, passing the limit was not always enough;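 also: antagonist mode with CXCL16 agonist at 10 nM final; 0% = 10 nM CXCL16 with DMSO and 100% = unstimulated wells without agonist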
Target sequence (O00574 whole entry, looked up): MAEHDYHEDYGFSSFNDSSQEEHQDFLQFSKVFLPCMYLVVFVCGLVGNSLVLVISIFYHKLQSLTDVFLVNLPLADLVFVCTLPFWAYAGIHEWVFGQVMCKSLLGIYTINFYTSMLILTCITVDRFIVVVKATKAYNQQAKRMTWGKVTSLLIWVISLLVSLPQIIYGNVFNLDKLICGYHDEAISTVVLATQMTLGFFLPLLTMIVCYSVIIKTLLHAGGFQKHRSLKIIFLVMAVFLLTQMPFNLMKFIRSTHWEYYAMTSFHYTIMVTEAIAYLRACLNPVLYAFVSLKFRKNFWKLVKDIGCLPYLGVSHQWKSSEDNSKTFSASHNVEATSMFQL
APOBEC3A inh – human APOBEC3A DNA deaminase inhibition | 0.41% of 330,000 active | inhibition, % at 20 µM | recombinant A3A, FAM/TAMRA ssDNA deamination fluorescence | P31941;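 active = at least 40% inhibition at 20 µM here, with at most 30% in a related deaminase screen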;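 also: plate controls were A3A with DMSO for no effect and wells lacking A3A enzyme for full effect; some results filed as inactive read as strong as hits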
Target sequence (P31941 whole entry, looked up): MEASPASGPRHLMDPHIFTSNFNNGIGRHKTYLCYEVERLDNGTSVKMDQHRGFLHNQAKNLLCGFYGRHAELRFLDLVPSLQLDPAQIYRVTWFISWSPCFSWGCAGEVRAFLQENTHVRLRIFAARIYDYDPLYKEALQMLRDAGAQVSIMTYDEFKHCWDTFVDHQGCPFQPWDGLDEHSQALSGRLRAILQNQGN
Gli-Sufu block – antagonists of Gli-Sufu signaling. Sufu-KO-LIGHT fibroblasts, Gli luciferase reporter luminescence. inhibition, % at 5 µM. 0.74% of 340,000 active. AID 588413;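 active = inhibition above about 55%, limit read from the data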;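 also: 0% = DMSO-treated cells and 100% = wells with medium but no cells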
NR3A LBD binder – modulates the human NR3A ligand-binding domain; 2.5% of 340,000 active; NR3A LBD differential scanning fluorimetry, Tm shift; 0% = protein alone, 100% = glycine-bound protein; Tm shift relative to glycine control, % at 25 µM;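 active = melting temperature shift of at least 10% of the positive control shift, at one fixed dose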
MPTP block – permeability transition pore inhibition. isolated mouse mitochondria, Ca2+ swelling absorbance, 30 min. AID 602449. 1.4% of 360,000 active. inhibition, % at 10 µM;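 active = inhibition of 50% or more, scaled per plate between neutral and stimulator controls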;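 also: 0% = DMSO wells given calcium and 100% = 1 mM EGTA wells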
APOBEC3G inh – blocks human APOBEC3G single-stranded DNA deamination; Q9HC16; recombinant A3G, ssDNA deamination FAM/TAMRA fluorescence; inhibition, % at 20 µM; 0.28% of 330,000 active;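 active = inhibition of at least 40% at 20 µM, with no more than 30% in the related APOBEC3A deaminase screen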;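 also: plate controls were DMSO wells with A3G for no effect and wells lacking A3G enzyme for full effect; some compounds called inactive have numbers as strong as hits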
Target sequence (Q9HC16 whole entry, looked up): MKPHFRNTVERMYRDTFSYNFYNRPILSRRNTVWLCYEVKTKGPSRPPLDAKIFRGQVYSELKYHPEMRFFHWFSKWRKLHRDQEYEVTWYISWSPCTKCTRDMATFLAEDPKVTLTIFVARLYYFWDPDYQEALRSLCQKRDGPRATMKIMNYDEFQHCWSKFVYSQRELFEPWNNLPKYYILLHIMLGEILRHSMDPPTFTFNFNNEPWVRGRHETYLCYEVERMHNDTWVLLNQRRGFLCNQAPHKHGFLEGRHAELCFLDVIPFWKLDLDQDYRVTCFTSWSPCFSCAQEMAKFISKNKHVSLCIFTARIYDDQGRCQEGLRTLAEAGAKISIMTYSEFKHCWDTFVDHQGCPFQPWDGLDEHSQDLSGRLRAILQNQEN
EBI2 antag – blocks human EBI2 receptor beta-arrestin signaling. EBI2 beta-arrestin recruitment, luminescence, 7a,25-OHC stimulated. 0.81% of 360,000 active. inhibition, % at 5 µM. P32249; in the data active = inhibition above about 38%;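 also: enzyme fragment complementation signal reports receptor beta-arrestin coupling in cells; 0% = agonist plus DMSO wells and 100% = wells without agonist; some results beyond the cut were filed as inactive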
CCR6 antagonist – blocks CCL20-driven beta-arrestin recruitment at human CCR6. P51684. CHO-K1 CCR6 PathHunter beta-arrestin, luminescence, CCL20-stimulated. inhibition, % at 20 µM. 0.49% of 340,000 active. AID 493098;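 active = compounds whose inhibition of the agonist-driven luminescence signal at 20 µM reaches about 50%, limit read from the data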;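 also: cells stimulated with CCL20 at 14 nM final; plate controls were DMSO with CCL20 for no effect and DMSO without agonist for full effect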
The depositor's hits bear a star; . = no result given.

SMILES | CXCR6 block | APOBEC3A inh | Gli-Sufu block | NR3A LBD binder | MPTP block | APOBEC3G inh | EBI2 antag | CCR6 antagonist
Cc1ccc(S(=O)(=O)N2CCCC2C(=O)NCCc2ccccc2)cc1 (centres undefined) | -8 | -1 | -11 | -1 | -0.8 | -3 | 3 | -8
CCCC(=O)NNC(=O)CCC(=O)Nc1ccccc1Cl | 0 | -1 | -6 | -1 | -0.2 | -7 | 2 | 9
O=C(CSc1nc(N2CCCCC2)nc(N2CCCCC2)n1)N1CCN(c2ccccc2)CC1 | 28 | . | -2 | -5 | 2.8 | . | 5 | 26
CCOc1ccccc1NC(=O)COc1cccnc1[N+](=O)[O-] | -5 | -5 | 3 | 0 | -0.8 | -4 | 1 | 4
Cc1nnsc1C(=O)NCc1c(F)cccc1Cl | -5 | . | -6 | -1 | -0.9 | . | 9 | 1
O=C(/C=C/c1ccco1)NCCc1ccccc1 | 11 | 4 | -42 | 1 | -1.7 | -2 | 3 | 22
CCCC(=O)N1CCN(S(=O)(=O)c2cc(Cl)ccc2OC)CC1 | -6 | -3 | 55* | 0 | 3.6 | -7 | 3 | 16
CN1CCN(CC(=O)C23CC4CC(CC(C4)C2)C3)CC1 | -6 | -1 | -2 | 2 | -1.1 | -3 | 2 | -5
C/C(CC(=O)Nc1ccc(N(C)C)cc1)=N\NC(=O)c1ccc([N+](=O)[O-])cc1 | -3 | -7 | -33 | 1 | -0.3 | -4 | -1 | -3
O=S(=O)(NCC(c1cccnc1)N1CCN(c2ccccc2)CC1)c1cc(F)ccc1F (centres undefined) | 6 | -5 | -3 | 1 | -0.6 | -12 | 2 | 0
Cc1cccc(NC(=O)CSc2nnc(-c3ccco3)n2CC2CCCO2)n1 (centres undefined) | -3 | -5 | -4 | 1 | -0.2 | -10 | 0 | 9
O=C(OC1CCN(c2ncc(C(F)(F)F)cc2Cl)CC1)c1cccc(C(F)(F)F)c1 | -3 | -1 | 9 | -2 | -1.1 | -2 | 13 | 18
COc1ccc(C(=O)Nc2cccc(-c3ccc(N4CCOCC4)nn3)c2)cc1OC | -7 | -5 | -66 | -2 | -1.4 | -10 | -14 | 0
COc1ccc(C(=S)N2CCN(c3cccc(Cl)c3)CC2)cc1 | 9 | -2 | 3 | 1 | 2.7 | -8 | 3 | 7
COc1cc(C2NC(=O)NC(C)=C2C(=O)OCC2CCCO2)cc(OC)c1OC (centres undefined) | 3 | -2 | 28 | 0 | 2.4 | -5 | -5 | -4
COc1ccc(CC(C#N)(CO)c2nc3ccccc3[nH]2)cc1 (centres undefined) | 3 | -2 | -1 | 0 | -0.2 | -5 | -5 | 16
CN(C)CCCN(C(=O)c1ccco1)c1nc2c(F)cc(F)cc2s1 | 0 | 5 | 10 | -1 | 1.7 | -1 | 1 | 2
CCOc1ccccc1-n1c(C)nc2cc(C(=O)O)ccc21 | 5 | 0 | 37 | -1 | -1.4 | -4 | -5 | -8
O=c1cc(NCc2ccccc2)[nH]c(=O)[nH]1 | 3 | 0 | 2 | 0 | 2.3 | -8 | -4 | 4
CCOC(=O)C1(CC2CCCCO2)CCN(C(=O)Nc2ccccc2SC)CC1 (centres undefined) | 0 | 2 | 3 | 0 | -0.8 | 1 | -3 | -4
C=CCn1c(C)cc(C(=O)CSc2nc3ccccc3[nH]2)c1C | -12 | -3 | -13 | 2 | 16 | -7 | -6 | 4
Cc1cc(C)c(C#N)c(SCc2[nH]nc3c2C(c2ccccc2)C(C#N)=C(N)O3)n1 (centres undefined) | 6 | -1 | 4 | -3 | -0.2 | -5 | 63* | 8
CCc1c(O)nc(SCC(=O)Nc2ccccc2)n(-c2ccccc2)c1=O | 3 | -6 | 4 | 2 | -0.7 | -4 | -2 | 10
CN1/C(=C/C(=S)NC(=O)C2CCC2)C(C)(C)c2ccccc21 | 13 | 5 | 22 | 2 | -0.4 | -15 | -10 | 10
CCOC(=O)C1CCN(S(=O)(=O)c2ccc3c(c2)CCN3C(C)=O)CC1 | -2 | -1 | 13 | 0 | -1.4 | -8 | -11 | 3

4 of these compounds in another layout:
COc1ccc(CC(C#N)(CO)c2nc3ccccc3[nH]2)cc1 (centres undefined)
  CXCR6 block: 3; APOBEC3A inh: -2; Gli-Sufu block: -1; NR3A LBD binder: 0; MPTP block: -0.2; APOBEC3G inh: -5; EBI2 antag: -5; CCR6 antagonist: 16

CCCC(=O)NNC(=O)CCC(=O)Nc1ccccc1Cl
  CXCR6 block: 0; APOBEC3A inh: -1; Gli-Sufu block: -6; NR3A LBD binder: -1; MPTP block: -0.2; APOBEC3G inh: -7; EBI2 antag: 2; CCR6 antagonist: 9

O=C(/C=C/c1ccco1)NCCc1ccccc1
  CXCR6 block: 11; APOBEC3A inh: 4; Gli-Sufu block: -42; NR3A LBD binder: 1; MPTP block: -1.7; APOBEC3G inh: -2; EBI2 antag: 3; CCR6 antagonist: 22

Cc1ccc(S(=O)(=O)N2CCCC2C(=O)NCCc2ccccc2)cc1 (centres undefined)
  CXCR6 block: -8; APOBEC3A inh: -1; Gli-Sufu block: -11; NR3A LBD binder: -1; MPTP block: -0.8; APOBEC3G inh: -3; EBI2 antag: 3; CCR6 antagonist: -8

Further entries follow.
SMILES | CXCR6 block | APOBEC3A inh | Gli-Sufu block | NR3A LBD binder | MPTP block | APOBEC3G inh | EBI2 antag | CCR6 antagonist
CCCOc1ccc(N)cc1N | 0 | 7 | 3 | 0 | -0.3 | 36 | 1 | -6
CS(=O)(=O)c1cccc(C(=O)NC(c2ccccc2)c2ccccc2)c1 | 1 | 1 | -4 | 0 | -4.3 | -5 | 6 | -8
C=CC[n+]1c(-c2ccc(OCC)cc2)csc1NNC(=O)Nc1ccccc1 | -11 | -7 | 36 | -3 | 66* | 2 | 4 | -6
Nc1ncnc(NNC(=O)CNC(=O)c2c(F)cccc2Cl)c1[N+](=O)[O-] | 7 | 4 | 7 | 0 | -0.2 | -5 | -7 | 21
O=C(Cc1ccccc1F)Nc1nc(-c2cccs2)cs1 | -6 | -3 | -34 | -14 | -0.2 | -7 | -3 | 0
CC1=C(C(N)=O)C(c2ccccc2F)n2nc(CCCO)nc2N1 (centres undefined) | 3 | -5 | 10 | -2 | -0.5 | -10 | -5 | -2
O=C1NC(=Nc2ccc3ccccc3c2)S/C1=C/c1ccco1 | 8 | 39 | -14 | -14 | -0.8 | 8 | 14 | 15
CCCCC(=O)Nc1nnc(SCC(=O)NCC2CCCO2)s1 (centres undefined) | 8 | 2 | -6 | 3 | -0.8 | -4 | 0 | -3
Cn1c(SCC(=O)NCC2CCCO2)nnc1-c1ccc(S(=O)(=O)N2CCCC2)cc1 (centres undefined) | 1 | -4 | -2 | 0 | -0.1 | -5 | -6 | -1
Cc1cc(NS(=O)(=O)c2ccc(NC(=O)c3cc4ccccc4o3)cc2)nc(C)n1 | -1 | 4 | 12 | -1 | -1.4 | -5 | -12 | 6
Cc1ccc(OCC(=O)N/N=C\c2c(C)n(C)c3ccccc23)c([N+](=O)[O-])c1 | 9 | -1 | 1 | 1 | 1.0 | -9 | 9 | 6
O=C(N/N=C/c1cccnc1)NC12CC3CC(CC(C3)C1)C2 | -3 | 0 | -7 | -1 | 0.7 | 2 | 8 | 10
O=C1COc2ccc(C(=O)/C=C/c3ccccc3)cc2N1 | -1 | -4 | -18 | -4 | -1.0 | -8 | -7 | 10
O=C(NN1C(=O)NC2(CCCCC2)C1=O)c1cc(F)cc(F)c1 | -3 | -1 | -9 | 1 | 0.1 | -6 | 7 | -6
O=C(CCN1C(=O)/C(=C/c2ccc3c(c2)OCO3)SC1=S)Nc1ccccc1 | 5 | 6 | -6 | 2 | 0.6 | -2 | 5 | 13
CC(C)(CO)Cc1cc(C(C)(C)C)c(O)c(C(C)(C)C)c1 | -6 | 1 | -6 | 2 | -2.1 | -3 | -2 | 15
O=C(NCC(c1cccs1)N1CCOCC1)c1ccc(Cl)cc1 (centres undefined) | -2 | -3 | 2 | 2 | 0.1 | -7 | -4 | 2
Cc1cccc(-n2[nH]c3c4c(ccc3c2=O)C(=O)c2ccccc2C4=O)c1 | 10 | 5 | 2 | -19 | 5.3 | -8 | 0 | -12
O=C1c2[nH]nc(-c3ccccc3O)c2C(c2ccc(F)cc2)N1CC1CCCO1 (centres undefined) | 4 | -4 | 8 | -2 | 2.4 | -7 | 2 | 5
CC1CCCCN1S(=O)(=O)c1ccccc1[N+](=O)[O-] (centres undefined) | -5 | -5 | 2 | -2 | 1.4 | -3 | -1 | 6
COC(=O)c1ccccc1NC1CC(=O)N(c2c(C)cccc2C)C1=O (centres undefined) | 3 | -7 | 4 | -3 | -0.1 | -6 | 3 | -13
Cc1cc(C(=O)N/N=C/c2ccc(OCc3ccccc3)cc2)c(C)o1 | -7 | -2 | -2 | 14* | 0.4 | -1 | 20 | -2
N#Cc1ccc(-c2csc(NC(=O)c3ccc(S(=O)(=O)N4CCc5ccccc5C4)cc3)n2)cc1 | 7 | 2 | 26 | -19 | 16 | 4 | 7 | 0
COc1cc(C)c(S(=O)(=O)NOCc2ccccc2)c(C)c1C | 8 | 1 | 5 | 0 | 0.0 | -4 | 9 | 14
CCOC(=O)c1cccc(Nc2ncnc3ccccc23)c1 | 0 | -4 | -8 | 6 | 5.0 | -8 | 0 | -11

One compound at a time (already shown). Order of values: CXCR6 block	APOBEC3A inh	Gli-Sufu block	NR3A LBD binder	MPTP block	APOBEC3G inh	EBI2 antag	CCR6 antagonist
CCCC(=O)NNC(=O)CCC(=O)Nc1ccccc1Cl is listed with 0	-1	-6	-1	-0.2	-7	2	9
O=C(CSc1nc(N2CCCCC2)nc(N2CCCCC2)n1)N1CCN(c2ccccc2)CC1 is listed with 28	.	-2	-5	2.8	.	5	26
Cc1cc(NS(=O)(=O)c2ccc(NC(=O)c3cc4ccccc4o3)cc2)nc(C)n1 is listed with -1	4	12	-1	-1.4	-5	-12	6
Cc1cccc(NC(=O)CSc2nnc(-c3ccco3)n2CC2CCCO2)n1 (centres undefined) is listed with -3	-5	-4	1	-0.2	-10	0	9
O=C1NC(=Nc2ccc3ccccc3c2)S/C1=C/c1ccco1 is listed with 8	39	-14	-14	-0.8	8	14	15

(listing goes on)
SMILES | CXCR6 block | APOBEC3A inh | Gli-Sufu block | NR3A LBD binder | MPTP block | APOBEC3G inh | EBI2 antag | CCR6 antagonist
NS(=O)(=O)c1ccc(NC(=O)COC(=O)c2ccc(Cl)cc2[N+](=O)[O-])cc1 | -4 | -5 | 9 | -1 | 1.4 | -4 | -9 | -2
CC(=O)c1ccc(OCCCC(=O)OCC(=O)Nc2ccc3[nH]c(=O)[nH]c3c2)cc1 | 0 | 11 | -3 | 0 | 0.5 | -2 | -14 | 3
COc1ccc(-c2nc(SC(C)C(=O)Nc3ccc(NC(C)=O)cc3)n[nH]2)cc1 (centres undefined) | -5 | -4 | -8 | 0 | -1.7 | -11 | -7 | -2
CCn1c(SCC(=O)Nc2cccnc2Cl)nnc1-c1ccccc1 | -2 | . | 15 | -4 | 1.2 | . | -16 | 12
Cc1cc(C)c2c(c1)-c1cc(C)nn1C(c1ccc3c(c1)OCO3)N2 (centres undefined) | 4 | -1 | -1 | 0 | -0.5 | -6 | -2 | 0
CCOC(=O)c1nn(-c2ccc(C)cc2)c(=O)c2c(N)scc12 | -3 | -2 | -12 | 4 | -1.9 | 20 | -3 | 24
Oc1c(C=Nc2ccccc2)sc2ccccc12 | -12 | 6 | 0 | -3 | -0.1 | -9 | 18 | 21
Cc1ccc(C)c(OCCCC(C)(C)C(=O)O)c1 | -10 | -4 | 0 | -2 | -0.1 | -7 | 0 | -8
O=C1CCCCCN1C(=O)c1cccc(C(=O)N2CCCCCC2=O)c1 | -8 | 2 | 7 | 0 | 1.4 | -1 | -4 | -11

Assay outcomes from PubChem.

Rows are unselected (roughly 5.8% active in at least one column).
